aSyn yeast inh: inhibitors of alpha-synuclein toxicity in yeast | Yeast expressing alpha-synuclein, growth rescue, BacTiter-Glo, 24 h | Potency, µM (highest dose often 46.1 µM), for inactives: at the top dose growth rescue (activation), most hits filed as activators | 370,000 tested, 0.14% active | AID 652106; also: potency is read from the fitted curve at half-maximal effect; % of control where 0% means no effect; nearly all actives have a fitted effect of over 65% in size
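Rescue of yeast growth: cells expressing toxic alpha-synuclein, induced in galactose at OD600 0.02, incubated with compound 24 h at 30 C. ATP luminescence quantified growth; inhibitors of toxicity appear as activators.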
GLP1R cytotox: cytotoxicity counter-screen for GLP-1 receptor inverse agonists; HEK293 cAMP-luciferase reporter cells, luminescence, 24 h; Potency, µM (top dose mostly 38.3 µM), for the others: at the highest dose activity change, negative = inhibition, most hits filed as inhibitors; 410,000 tested, 0.13% active; AID 624418;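 also: loss of luciferase light is scored as toxicity; potency is read from the fitted curve at half-maximal effect; % is scaled to controls: 0 for no effect and ±100 for the full control effect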
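Compound-treated cells are incubated 24 hr at 37 deg C under 5% CO2 after a 12 hour attachment period, then luciferase detection reagent is added and luminescence is measured following 12 min at room temperature; lowered signal indicates toxicity.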
KB-V1 MDR tox: KB-V1 MDR subline cytotoxicity | KB-V1 MDR cells viability, CellTiter-Glo, 72 h | Potency, µM (titrated, usually from 46.1 µM), without a hit: at the top dose activity change, negative = cytotoxicity, most hits filed as cytotoxic | 400,000 tested, 3.4% active | AID 1347076; also: potency is read from the fitted curve at half-maximal effect; % is scaled to controls: 0 for no effect and ±100 for the full control effect; nearly all actives have a fitted effect of over 60% in size
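Following 72 h at 37 degrees C with compound, KB-V1 cell viability was read by CellTiter-Glo luminescence, medium being phenol-red-free DMEM plus 10% FBS; concentration-response parameters came from normalized, curve-fitted qHTS data.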
DRD3 antagonist: antagonists of human D3 dopamine receptor. P35462. D3R cells, DiscoveRx beta-arrestin luminescence, antagonist mode; stronger effect = lower value. max response, negative = inhibition, %. 360,000 tested, 2.5% active. AID 652054; in the data active = max response below about -50%; inconclusive = no clear call, values can overlap the other calls; also: % is scaled to controls: 0 for no effect and ±100 for the full control effect; mostly tested at two doses, the higher about 12 µM
Target sequence (P35462 whole entry, looked up): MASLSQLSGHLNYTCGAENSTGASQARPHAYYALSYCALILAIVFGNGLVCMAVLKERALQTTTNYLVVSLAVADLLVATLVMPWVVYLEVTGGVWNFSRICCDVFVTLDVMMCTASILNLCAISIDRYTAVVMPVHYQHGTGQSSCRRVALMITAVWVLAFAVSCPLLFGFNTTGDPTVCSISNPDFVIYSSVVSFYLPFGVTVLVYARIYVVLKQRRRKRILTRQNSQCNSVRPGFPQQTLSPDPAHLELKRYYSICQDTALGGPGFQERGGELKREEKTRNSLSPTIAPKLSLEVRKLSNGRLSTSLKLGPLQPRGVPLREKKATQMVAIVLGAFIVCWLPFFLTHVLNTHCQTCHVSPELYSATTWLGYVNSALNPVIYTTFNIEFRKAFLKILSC
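Cells expressing the human receptor were seeded at 1500 cells/well, incubated overnight at 37 degrees C in 5% CO2, then exposed to library compounds with dopamine controls for 90 minutes at 37 degrees C before luminescent detection.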
PTHR1 agonist: activates the human parathyroid hormone receptor PTHR1. Q03431. HEK293 GP2 PTHR1 cells, GloSensor cAMP luminescence, 1 h. Potency, µM (titrated, usually from 115 µM), without a hit: at the top dose activation, hits mostly activators. 410,000 tested, 0.075% active; also: potency is read from the fitted curve at half-maximal effect; nearly all actives have a fitted effect of over 55% in size; some results filed as inactive show a strong effect at the top dose; inactives centre near -15; many of its hits are not listed in these tables
Target sequence (Q03431 whole entry, looked up): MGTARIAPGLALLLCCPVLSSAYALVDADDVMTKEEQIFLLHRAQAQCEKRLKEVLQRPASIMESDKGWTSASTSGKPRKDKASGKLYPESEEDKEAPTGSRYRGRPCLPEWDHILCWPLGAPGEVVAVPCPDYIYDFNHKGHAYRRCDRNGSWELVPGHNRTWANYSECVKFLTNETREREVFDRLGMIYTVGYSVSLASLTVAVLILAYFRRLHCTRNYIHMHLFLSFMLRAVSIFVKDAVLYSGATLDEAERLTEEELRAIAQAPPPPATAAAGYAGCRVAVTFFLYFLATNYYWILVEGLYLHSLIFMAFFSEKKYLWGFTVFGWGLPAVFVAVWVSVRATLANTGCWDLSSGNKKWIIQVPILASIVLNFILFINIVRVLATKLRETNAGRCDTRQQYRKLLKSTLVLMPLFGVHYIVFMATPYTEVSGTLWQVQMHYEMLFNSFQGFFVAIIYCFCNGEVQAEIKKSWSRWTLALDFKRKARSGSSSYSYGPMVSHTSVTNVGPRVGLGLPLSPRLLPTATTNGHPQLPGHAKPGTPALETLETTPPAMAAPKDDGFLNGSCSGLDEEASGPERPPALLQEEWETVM
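HEK-293-derived GP2 cells expressing PTHR1 and a GloSensor cAMP reporter, 3,000/well, plated overnight, given luciferin plus IBMX (each 0.5 mM as added) for 1 h at 37 °C, then compound for 1 h at 37 °C. Luminescence was read after 15 min at room temperature.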
GLP-1R agonist: activates the human GLP-1 receptor. 380,000 tested, 0.007% active. AID 624172. P43220. Potency, µM (doses to about 45.6 µM), for inactives: at the highest dose activation, usual class: activators. HEK293 GLP-1R CRE-luciferase, luminescence, 4-6 h; cells express a hypersensitive GLP-1R form; also: potency is read from the fitted curve at half-maximal effect; % of control where 0% means no effect
GLP1R inv ag: inverse agonists of human GLP-1 receptor; HEK293 GLP-1R CRE-luciferase, luminescence, 24 h; GLP-1R form is constitutively active; 410,000 tested, 1.6% active; Potency, µM (highest dose often 38.3 µM), for the others: at the top dose activity change, negative = inhibition, usual class: inhibitors; P43220; also: potency is read from the fitted curve at half-maximal effect; % is scaled to controls: 0 for no effect and ±100 for the full control effect; nearly all actives have a fitted effect of over 55% in size
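HEK293 cells stably co-expressing constitutively active GLP-1R and a cAMP-responsive luciferase reporter were seeded in DMEM with 10% Nu serum, given compounds after 12 h, and incubated 24 h at 37 deg C. Luminescence was then read.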
TDP-43 yeast inh: inhibitors of TDP-43 toxicity in yeast | TDP-43 expressing yeast growth rescue, BacTiter-Glo, 24 h | Potency, µM (top dose mostly 46.1 µM), for the others: top-dose growth rescue (activation), actives largely listed as activators | 410,000 tested, 1.8% active | AID 652104; also: potency is read from the fitted curve at half-maximal effect; % of control where 0% means no effect; nearly all actives have a fitted effect of over 50% in size
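Readout is BacTiter-Glo luminescence of cell growth, so inhibitors register as activators. TDP-43-expressing yeast at OD600=0.02 in galactose medium, after raffinose pregrowth to mid-log, were incubated with compound for 24 hr at 30 deg C.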
D3 ag: agonists of human D3 dopamine receptor | P35462 | D3R DiscoveRx beta-arrestin cells, luminescence, 90 min | max activation, % | 410,000 tested, 0.58% active | AID 652048; in the data active = max activation above about 30%; also: 0% is about no effect; mostly tested at two doses, the higher about 12 µM
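Agonist mode: compounds and dopamine controls were applied to plated cells for 90 min at 37 degrees C after an overnight attachment at 1500 cells/well. Luminescent read-out followed 30 - 60 minutes at room temperature with DiscoveRx detection reagent.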
The depositor's hits bear a star; i = inactive; ? = inconclusive; . = no result given; [ ] = remark or other dose. Unless noted, calls follow the shape of the dose curve; as a rule, active = well fitted curve in the direction sought with a large enough effect; inconclusive = small, poorly fitted or top-dose-only effect, or another doubt; inactive = no such curve, though single readings can be large; an effect the other way counts as inactive or inconclusive. Some of the compounds tested; count on the stated rates, not on these rows.

Molecule	TDP-43 yeast inh	GLP1R inv ag	KB-V1 MDR tox	GLP1R cytotox	PTHR1 agonist	GLP-1R agonist	aSyn yeast inh	DRD3 antagonist	D3 ag
O=C1OCCC1Sc1nnc(-c2ccccc2)o1 (stereo not given)	-6%	-5%	16%	-1%	-19%[57.5 µM]	-9%	1%	-3	0
Oc1ccc(/C=C/c2nc(-c3ccccc3O)n(-c3ccccc3)n2)c(O)c1	23%	-25%	.	-1%	i	.	.	.	7
Cc1cc([N+](=O)[O-])nn1CC(=O)NCc1cccs1	-25%	-1%	-17%	-14%	?	0%	-4%	?	-13
COc1ccc(S(=O)(=O)NCC2CCCN(C(=O)c3sccc3C)C2)cc1 (stereo not given)	1%	-18%	-27%	-16%	-31%	7%	1%	15	3
CC(C)(C)c1ccc(S(=O)(=O)Nc2ccc3c(c2)COC3=O)cc1	-20%	13%	-9%	0%	-7%	3%	-2%	-10	-2
CCN(CC)CCNC(=S)Nc1ccc2nc(N3CCCC3)cc(C)c2c1	22%	?	-9%	?	i	2%	0%	3	-5
COc1ccc(CCNC(=O)CC2SC(N)=NC2=O)cc1OC (stereo not given)	3%	19%	17%	-2%	i	11%	-10%	-14	-1
CCOc1ccc(C(=O)Nc2nnc(C(C)C)s2)cc1OCC	-16%	32%[activator]	-23%	18%	3%[57.5 µM]	-1%	-2%	-11	1
Cc1ccc(C(=O)N/C(=C\c2sccc2C)C(=O)NCc2ccncc2)cc1	-24%	0%	10%	16%	i	14%	-3%	12	-2
CCOCCCNC(=O)C1CC(=O)N(CCc2ccccc2)C1 (stereo not given)	10%	6%	-17%	0%	i	-1%	6%	21	5
CC(=O)NCCC1CCCCN1Cc1nc(Cc2cccc(C(F)(F)F)c2)no1 (stereo not given)	-11%[9.22 µM]	?	19%	-7%	i	18%	-6%	2	1
CC1=C(C(=O)OCCOC(C)C)C(c2cccc3ccccc23)NC(=O)N1 (stereo not given)	0%	-16%	0%	-5%	-32%[inhibitor]	15%	-3%	-17	11
Cc1ccc2occ(/C=C/C(=O)c3ccccc3O)c(=O)c2c1	21%	-9%	?	2%	-15%	-5%	0%	?	-16
COc1cc(N=Nc2ccc3ccccc3c2)ccc1O	-46%[inhibitor]	?	-2%	-12%	-3%	20%	-57%[inhibitor]	-22	-2
Cc1ccc(CNC(=O)CCc2c(C)c3cc4c(C)coc4cc3oc2=O)cc1	22%	12%	-52%	2%	-30%	.	.	.	-26
COc1ccc(S(=O)(=O)N(C)C[C@H]2Oc3ccc(NC(=O)Nc4c(C)noc4C)cc3C(=O)N([C@H](C)CO)C[C@@H]2C)cc1	-3%	18%	14%	2%	-15%	1%	4%	-11	-4
Cc1ccc2nc3[nH]c(=O)[nH]c(=O)c3c(N)c2c1	-7%	58%[activator]	?	-5%	-17%	18%	0%	4	19
O=C(NCc1ccccc1F)c1cc2ccccn2n1	-8%	-1%	-20%	-1%	26%	.	.	.	-19
N#Cc1nc(-c2ccc(F)cc2)oc1NCc1cccc2c1OCO2	10%	90%[activator]	-8%	15%	-92%[inhibitor]	14%	12%	48	3
CCN(CC)CCNC(=O)COc1ccc(Cl)cc1Cl	-21%	-24%	-11%	-4%	-16%	0%	-8%	-15	-21
CCOc1cc(/C=N/O)cc(Cl)c1OC	?	14%	-17%	6%	19%[57.5 µM]	18%	2%	19	-13
Cc1nn(-c2ccccc2)c(C)c1NC(=O)COC(=O)c1cc(Cl)ccc1O	1%	6%	-5%	4%	-25%	0%	-8%	43	0
O=C(O)/C=C/c1ccc(-n2ccnc2)cc1	1%	21%	8%	-10%	i	-1%	2%	8	-12
Cc1ccc(-c2cc(C(=O)NCCc3ccccn3)c3ccccc3n2)c(C)c1	17%	-21%	?	-14%	-12%	2%	6%	12	1
COC(=O)C1CC2(C(=O)OC)CC(C(=O)OC)(CC(C(=O)OC)C2=O)C1=O (stereo not given)	8%	2%	3%	0%	i	-14%	11%	0	-2
COc1ccc(N(CC(=O)NCCC(C)C)C(=O)c2snc(C(=O)NC3CCCCC3)c2N)c(OC)c1	3%	?	-24%	-1%	-5%	8%	4%	-21	-2
Cc1cc(OC(=O)c2ccc(S(=O)(=O)N(C)C)cc2)cc(=O)o1	0%	12%	3%	-12%	i	0%	7%	5	8
CCOC(=O)CCC(=O)OCC(=O)NC(C)C1CC2CCC1C2 (stereo not given)	3%	8%	13%	-1%	i	4%	-4%	-55*	0
CN1C(=O)/C(=C2\SC(=S)N(C(CCC(=O)O)C(=O)O)C2=O)c2ccccc21 (stereo not given)	22%	?	27%	-8%	i	-9%	-1%	-17	-1
COc1ccc(NC(=O)C(C)n2c(C)c3cnn(-c4ccccc4)c(=O)c3c2C)cc1Cl (stereo not given)	8%	-25%	16%	-6%	-9%	.	.	.	-17

Next part (3 carried over from the part before).
Molecule	TDP-43 yeast inh	GLP1R inv ag	KB-V1 MDR tox	GLP1R cytotox	PTHR1 agonist	GLP-1R agonist	aSyn yeast inh	DRD3 antagonist	D3 ag
CCOC(=O)CCC(=O)OCC(=O)NC(C)C1CC2CCC1C2 (stereo not given)	3%	8%	13%	-1%	i	4%	-4%	-55*	0
CN1C(=O)/C(=C2\SC(=S)N(C(CCC(=O)O)C(=O)O)C2=O)c2ccccc21 (stereo not given)	22%	?	27%	-8%	i	-9%	-1%	-17	-1
COc1ccc(NC(=O)C(C)n2c(C)c3cnn(-c4ccccc4)c(=O)c3c2C)cc1Cl (stereo not given)	8%	-25%	16%	-6%	-9%	.	.	.	-17
COc1cc(-c2cnc3c(NC=O)cc(-c4ccsc4)cn23)cc(OC)c1OC	0%	-54%	1.3µM*	-32%	-19%	?	0%	20	-1
CC1CN(C(=O)CN2C(=O)c3ccccc3C2=O)CC(C)O1 (stereo not given)	11%	13%	?	3%	i	-20%	-2%	-3	1
CSc1nc2nc3c(cc2c(=O)n1-c1ccc(C)cc1)COC(C)(C)C3	4%	13%	?	3%	-10%	3%	-1%	-5	-3
Cc1nc2sccn2c(=O)c1Br	-5%	10%	27%	-11%	-23%	1%	-13%	-13	-2
COc1ccc(Cl)cc1C(=O)Nc1ccccc1N1CCCCC1	?	?	4%	15%	-17%	3%	-8%	23	-2
CCOC(=O)C1=C(COC(=O)/C=C/c2ccccc2)NC(=O)NC1C (stereo not given)	-6%	19%	?	-19%	i	15%	-2%	-6	-11
C=CCN1C(=O)CS/C1=N\N=C\c1cccc([N+](=O)[O-])c1	2%	23%	-18%	0%	i	9%	6%	4	6
CC(=O)NC(c1ccc(F)c(F)c1)c1nc(-c2ccc(C)c(C)c2)cs1 (stereo not given)	8%	0%	5%	-2%	i	10%	4%	5	5
CC[C@@H](C)[C@@H]1CN([C@@H](C)CN2CCC[C@H]2CN2C(N)=NC[C@H]2CC(C)C)C(=N)N1CCCC1CCCC1	-1%	10%	0%	1%	-18%	-4%	0%	?	-11
CCCCNC(=O)CSC1=Nc2ccccc2C2=NC(CCC(=O)NCc3ccccc3OC)C(=O)N12 (stereo not given)	2%	2%	-12%	11%	i	.	.	.	-7
Cc1cc(/C=C2/SC(=S)N(c3cccc(C(F)(F)F)c3)C2=O)c(C)n1-c1cccnc1	11%	5µM*	-13%	-18%	-35%[inhibitor]	6%	-10%	0	-4
O=C(O)c1ccc(/C=N/NC(=O)c2ccc(NS(=O)(=O)c3cccs3)cc2)cc1	0%	4%	25%	-5%	i	-7%	16%	9	0
NC(=O)c1cc2cc(Cl)ccc2oc1=O	11%	2%	10%	-4%	-2%[57.5 µM]	-2%	1%	?	-4
C=CCn1cc([N+](=O)[O-])nc1C	-4%	11%	?	27%	i	3%	-2%	-18	-2
N/C(=N\OC(=O)c1ccc(Cl)cc1)c1ccccn1	10µM*	?	6%	?	-39%[inhibitor][57.5 µM]	-21%	-32%[inhibitor]	-7	1
COc1ccc(OC)c(-c2cc(C(=O)N3CCOCC3)no2)c1	16%	44%[activator]	-5%	5%	i	16%	1%	-5	-3
O=C(CCCC(=O)OCC(Cl)=C(Cl)Cl)Nc1cccc(F)c1	14µM*	0%	-1%	2%	i	5%	6%	-23	-3
CCN(CC(=O)Nc1ccc(NC(C)=O)cc1)C(=O)c1cc2c(s1)CCCCC2	19%	-29%	0%	?	-51%	15%	7%	12	-9
OC(c1ccc(-c2ccccc2)cc1)c1ncc(-c2ccccc2Cl)[nH]1 (stereo not given)	0%	?	7%	-13%	i	0%	18%	13	13
CCn1cc(CCC(=O)O)c(C)n1	-15%[9.22 µM]	-9%[7.66 µM]	-11%	-1%[7.66 µM]	-5%	0%	1%	3	-2
Clc1cccc(NCc2cn3cccnc3n2)c1	-16%	15%	5%	17%	i	3%	-11%	1	-6

Source: PubChem
